hcGAS lum – Primary biochemical luminescence assay for human cyclic GMP-AMP synthase inhibitors; Q8N884; recombinant h-cGAS, ATP depletion, Kinase-Glo luminescence; inhibition, % at 12.5 µM; hit rate 0.081% among 290,000; in the data active = inhibition above about 40%;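 note: 0% = vehicle reaction and 100% = reaction without DNA for no activity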
Target sequence (Q8N884 whole entry, looked up): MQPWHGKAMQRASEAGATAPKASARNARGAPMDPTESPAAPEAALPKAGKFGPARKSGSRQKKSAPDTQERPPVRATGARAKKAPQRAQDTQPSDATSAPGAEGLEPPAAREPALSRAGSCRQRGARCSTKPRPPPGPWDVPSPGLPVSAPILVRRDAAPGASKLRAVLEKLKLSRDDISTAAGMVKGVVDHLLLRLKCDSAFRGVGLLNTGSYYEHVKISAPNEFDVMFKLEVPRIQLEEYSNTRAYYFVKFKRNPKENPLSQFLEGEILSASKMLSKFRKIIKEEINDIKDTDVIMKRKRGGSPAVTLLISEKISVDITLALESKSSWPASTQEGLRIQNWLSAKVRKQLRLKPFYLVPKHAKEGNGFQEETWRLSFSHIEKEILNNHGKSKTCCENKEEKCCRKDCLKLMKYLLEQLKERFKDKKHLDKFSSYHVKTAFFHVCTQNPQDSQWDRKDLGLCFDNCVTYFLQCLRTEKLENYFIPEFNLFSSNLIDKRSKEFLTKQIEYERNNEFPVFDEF
* marks the source's active call; other numbers are inactive results.

SMILES	hcGAS lum
CN(Cc1ccccc1)C(=O)c1nc2ccccn2c1CNCc1ccc(F)cc1F	1
Cn1nc(C(=O)Nc2ccccc2OC(F)F)c2ccccc2c1=O	-2
Cc1noc(C)c1C(C)C(=O)Nc1sccc1S(C)(=O)=O (stereo not given)	-6
O=C(Nc1ccccc1)C1CCCN(C(=O)c2cccc(Cl)c2)C1 (stereo not given)	-9
CCCC(NC(=O)C(C)(C)NC(=O)c1cccs1)c1cccs1 (stereo not given)	-5
COC(=O)C1CCN(CC(O)COc2ccc(CN(C)Cc3cccnc3)cc2)CC1 (stereo not given)	-2
CCc1nc(CN(C)C(=O)c2ccc(-c3ccccc3Cl)o2)no1	-2
O=C(c1nc2sccn2c1CN1CCN(c2cnccn2)CC1)N1CCCCCCC1	-6
N#CCOc1ccccc1/C=C/c1nc2ccccc2s1	-9
CC(=O)c1ccccc1NC(=O)CCNCC1CCOCC1	-5
CC1=C(C)C(O)N(Cc2ccccc2)C1=O (stereo not given)	-5
Cc1cccc(-c2ccc(CNC(=O)[C@H]3CCC(=O)N3)cc2)c1	-5
CCOC(=O)/C(=C\c1ccc(Cl)cc1)S(=O)(=O)c1ccccc1	-5
NC(=O)NC(CC(=O)NCC12CC3CC(CC(C3)C1)C2)c1cccs1 (stereo not given)	-12
CN(Cc1nnc2n1CCC2)S(=O)(=O)c1ccc(Br)cc1Cl	-10
Cc1cc(C)n(CC2(CNC(=O)c3ccc(-n4cnnc4)cc3)CC2)n1	4
CCN(CC)S(=O)(=O)c1ccc(N(C)C)c(NC(=O)c2ccc(OC)cc2)c1	-4
Cc1cc(OCC(=O)Nc2cn(C)c(=O)cc2C)ccc1Cl	-3
CCn1nc(C)c(NC(=O)C2CCCC2)c1C	-8
O=C(Cn1ccccc1=O)Nc1cccc(Oc2ccccn2)c1	-8
COc1ccc(NC(=O)NC(c2ccc(C)c(F)c2)C(Cl)(Cl)Cl)cc1 (stereo not given)	-10
COc1nccnc1-c1ccc(NC(C)=O)cc1	-1
CC(C)CN(Cn1nnc(-c2ccc(Cl)cc2)n1)C1CCS(=O)(=O)C1 (stereo not given)	-3
CCc1csc(Cn2cc(C(C)c3ccccc3)nn2)n1 (stereo not given)	-1
Cc1nonc1CN(C)C(=O)c1cc(COc2ccc3c(c2)CCCC3)on1	-7
CC(=O)c1nnc(-c2ccc(C)cc2)n1Nc1ccc(S(N)(=O)=O)cc1	-7
C=CCNc1nc(SCC(=O)NC(=O)Nc2ccccc2)nc2ccccc12	-10
COC(=O)[C@@H]1C[C@@H](N(C)C)CN1Cc1cc2c(cc1OC)CCC2	-6
O=C(Nc1ccc2c(c1)CN(Cc1ccn[nH]1)CC2)C1(c2ccccc2)CC1	-6
COc1cc(NC(=O)CN2C[C@@H](C)O[C@@H](C)C2)ccc1NC(=O)CC(C)C	-5

Later entries
SMILES	hcGAS lum
O=C(c1ccc(Cl)cc1N1CCCC1=O)N1CCC(n2c(=O)[nH]c3ccccc32)CC1	-15
CC(=O)Nc1ccccc1OCC(=O)N1CCC(C)CC1	-4
CC1(C)CC1(C(=O)N1CCn2cncc2C1)c1cccs1 (stereo not given)	-5
O=C1c2ccccc2C(=O)N1CCS(=O)(=O)N1CCC2(CCNCC2)C1	-7
O=C(C1CCN(c2nc3nonc3nc2NCc2cccs2)CC1)N1CCCC1	-6
COC(=O)CN1CCN(C(=O)c2ccc3cccc(F)c3n2)C(C)C1=O (stereo not given)	0
CCCn1ncc(C(=O)N2CCCCC2CCn2ccnc2)c1C (stereo not given)	-3
N#CCCN(Cc1ccco1)C(=O)Cn1nc(-c2ccc(F)cc2)oc1=O	-6
CC(C)n1cc(-c2cc(C(=O)N3CCC(C)(C)C3)c3cc(F)ccc3n2)cn1	-6
C=C(C#N)C(O)(c1ncc(Cl)n1C)C(F)(F)F (stereo not given)	-10
CCOC1NC(=O)NC(=O)C(C)=C1c1ccc(OC)cc1 (stereo not given)	-8
CC(C)(C)c1ncc(/C=C(/Cl)c2nc3ccccc3c(=O)[nH]2)s1	-6
CCOC(=O)C1(CCCc2ccccc2)CCN(C(=O)CCc2cnn(C)c2)CC1	-1
CN(CC(=O)Nc1ccc(Cl)cc1)C(=O)C1CC1	-5
CCc1[nH]c2c(CNC(=O)Cc3c(C)nc(N)nc3C)cc(C)cc2c1C	-7
COc1cc(C=NCCc2ccc(S(N)(=O)=O)cc2)ccc1O	-12
CC(=O)NC1CCN(CCCc2cccc3ccccc23)CC1	-6
COc1nccnc1-c1cccc(Cl)c1Cl	-3
CC(C)(O)C#Cc1ccc(CN2CCCn3cncc3C2)s1	-5
CCc1cc(N2CCN(S(=O)(=O)CC)CC2)nc(N2CCOCC2)n1	1
O=C(C#Cc1ccccc1)NC1CCCc2c1cnn2-c1ccc(F)cc1F (stereo not given)	-1
CCc1nc(SCC(=O)NC(c2ccccc2)c2ccco2)n[nH]1 (stereo not given)	-5
COc1cccc2ccc(CN3CCc4[nH]nc(-c5ccccc5F)c4C3)nc12	-4
CCOc1ccc(/C=C(/C(N)=O)c2nnc3n2CCCCC3)c(O)c1	-10
Cc1cc(CNC(=O)CSc2ccccc2F)cc(C)c1O	1
Cc1ccsc1CN(C)CCCc1cnn(C)c1	-3
OCC1(CC2CCCCO2)CCN(C/C=C/c2ccccc2)CC1 (stereo not given)	-1
CN1CCCn2nc(C(=O)N3CCN(Cc4ccc(F)cc4)C(=O)C3)cc2C1	-6
CC12CCC(=O)C=C1CCC1C2[C@@H](O)CC2(C)C1CC[C@]2(O)C(=O)COP(=O)(O)O (stereo not given in full)	5
O=C(c1cccc(Cn2cccn2)c1)N1CCOC(c2ccc(F)cc2)C1 (stereo not given)	-1

5 records picked at random from those above, as already listed:
SMILES	hcGAS lum
CC1(C)CC1(C(=O)N1CCn2cncc2C1)c1cccs1 (stereo not given)	-5
O=C(c1ccc(Cl)cc1N1CCCC1=O)N1CCC(n2c(=O)[nH]c3ccccc32)CC1	-15
CCOc1ccc(/C=C(/C(N)=O)c2nnc3n2CCCCC3)c(O)c1	-10
COc1cccc2ccc(CN3CCc4[nH]nc(-c5ccccc5F)c4C3)nc12	-4
COC(=O)CN1CCN(C(=O)c2ccc3cccc(F)c3n2)C(C)C1=O (stereo not given)	0

Continued.
SMILES	hcGAS lum
CN(CC1CCOCC1)C(=O)CC1C(=O)NCCN1Cc1cccc(F)c1 (stereo not given)	-4
NC(=O)[C@H](Cc1ccccc1)NCC(=O)NC1CCCCCCC1	-6
CN1CCN(CP(=O)(N2CCCCC2)N2CCCCC2)CC1	-6
CN(Cc1ccccc1)CC1CC(=O)N(C2CCCC2)C1 (stereo not given)	-1
CS(=O)Cc1cc(NC(=O)c2cccc(Cl)c2)ccc1Cl (stereo not given)	-3
Cc1ccccc1CN(CC1CCCO1)C(=O)CCN1CCCCO1 (stereo not given)	-2
O=C(c1cccc(-n2cccn2)c1)N1[C@H]2CCNC[C@@H]1CC2	-4
CC(C)c1cc(C2CCN(C(=O)c3ccc(Cn4cnnn4)cc3)CC2)[nH]n1	-1
O=C(Nc1ccc(-c2cscn2)cc1)C1CCCN(C2CCOCC2)C1 (stereo not given)	-5
CNC(=O)[C@@H]1C[C@@H](N)CN1C(=O)c1ccc2scnc2c1	-3
O=C(c1nc2sccn2c1CNCCCOc1cccnc1)N1CCCCCCC1	-1
CCOC(=O)C1CCN(CC(=O)Nc2ccc(OC)c(Cl)c2)CC1	-1
Cc1cc(C(=O)N2CCn3cncc3C2)ccc1-n1cccc1	-3
O=C(Nc1ccc2c(c1)CN(C1CCSCC1)CC2)c1ccc(C(F)(F)F)cc1	-5
N#CCSc1nncc(-c2cccs2)n1	-5
Cc1nc(NC(=O)Cn2cnc3c(=O)n(C)c(=O)n(C)c32)ccc1Br	-6
CCN(CC)C(=O)CN(C)S(=O)(=O)c1ccc(OC)c(Br)c1	-13
COC(=O)c1[nH]ncc1CN1CCOc2c(cc(-c3cccs3)cc2OC)C1	-6
O[C@H]1COC[C@@H]1N1CCCN(c2ncnc3c2CCNC3)CC1	-6
CCCn1ncc(-c2nc3c(cnn3CC)[nH]2)c1C	-7
COCC(NC(=O)c1cc(NC(C)=O)ccc1Cl)c1ccccn1 (stereo not given)	-3
COc1ccc(CNC(=O)CC(=O)Nc2ccc(C)cc2)c(OC)c1	-7
Cc1csc(C2(NS(=O)(=O)c3ccc(F)c(C)c3)CCC2)n1	-3
Cc1ccc(C(=O)N2CCCN(CC3CC3)C(C(C)C)C2)c(F)c1F (stereo not given)	-7
CC(C)c1nc2ccccc2n1CC(=O)N[C@H]1C[C@H]2CN(C)CCN2C1	-3
O=C(c1cccc(-c2ncc[nH]2)c1)N1CC[C@@H](c2ccc(F)cc2)[C@H](O)C1	1
CCc1nn(-c2ccccc2)c(NC(=O)c2cccc3nccnc23)c1C	4
O=C1c2ccccc2C(=O)N1CSCc1cc(=O)[nH]c(=O)[nH]1	-1
Nc1cc(C(=O)N2CCN(C(=O)c3ccccc3)CC2)[nH]n1	-2
Cc1cc(NC(=O)C(C)OC(=O)c2c(C)nc3ccccc3c2C)no1 (stereo not given)	1

Three entries already listed, arranged by length of the SMILES, smallest number first.
SMILES	hcGAS lum
CCCC(NC(=O)C(C)(C)NC(=O)c1cccs1)c1cccs1 (stereo not given)	-5
COC(=O)[C@@H]1C[C@@H](N(C)C)CN1Cc1cc2c(cc1OC)CCC2	-6
CC12CCC(=O)C=C1CCC1C2[C@@H](O)CC2(C)C1CC[C@]2(O)C(=O)COP(=O)(O)O (stereo not given in full)	5

Further compounds follow.
SMILES	hcGAS lum
CCC(=O)Nc1ccc(OCC(=O)N[C@H]2CCCCNC2=O)cc1	-5
c1ccc(C2(c3ccccc3)OCc3ccccc32)cc1	-5
Cc1c(NCc2cccnc2)cccc1C(=O)NC(C(=O)N(C)C)c1ccccc1 (stereo not given)	-1
CN(Cc1cc2c(cc1Cl)OCO2)CC1CCCCO1 (stereo not given)	-1
O=C(Nc1ccccc1N1CCOCC1)c1ccccc1C(F)(F)F	-7
COc1ccc(N=C2SC(CC(=O)Nc3ccccc3)C(=O)N2CC2CCCO2)cc1 (stereo not given)	-10
Cc1ccoc1C(=O)N1C[C@H]2OC(=O)N(CCc3ccccn3)[C@H]2C1	-8
Cc1c(Cn2cnc(-c3ccccc3)c2CC(C)(C)C)cnn1C	-3
Cc1cc2ccccc2n1CCC(=O)NCCSc1nccn1C	-10
COC(=O)c1c(C)[nH]c(C(=O)OCCn2c(C)csc2=O)c1C	-1
CCOC(=O)N1CCC(NC(=O)C2CC(=O)N(CC(C)C)C2)CC1 (stereo not given)	-4
CNc1nc(C)c(C(=O)N(C)CCCOc2ccc(C)c(C)c2)s1	-4
COc1ccccc1CCNC(=O)CC1C(=O)NCCN1CCCc1ccccc1 (stereo not given)	-3
Cc1cc2oc(=O)cc(C)c2cc1NC(=O)COCC(F)(F)C(F)F	-4
COc1ccccc1C(=O)Nc1ccc2c(c1)CN(C1Cc3ccccc3C1)CC2	-6
O=C1NCCN(Cc2cccs2)C1CC(=O)N1CCSCC1 (stereo not given)	-6
COc1ccc(C(=O)Nc2ccccc2C(=O)NCCN2CCOCC2)o1	-5
O=C(/C=C/Nc1ccccc1C(=O)O)c1ccc(I)cc1	0
Clc1ccc(CNc2nc3nonc3nc2N2CCOCC2)s1	3
Cc1ccc(Sc2ncccc2C(=O)NC(C)c2ccccc2)cc1 (stereo not given)	-8
C=CCN(Cc1ccc2c(C)cc(=O)oc2c1)Cc1ccco1	-7
CC(C)Nc1nc(-c2ccc(NC(=O)C(C)(C)C)cc2)cs1	-10
CCN(C(=O)/C=C/c1ccc(-c2ccc(F)cc2)s1)C1CCS(=O)(=O)C1 (stereo not given)	-7
Cc1nn(C)c(C)c1CCC(=O)NCc1nc(C2CCCCC2)no1	-2
N#CC1(C#N)[C@H](Cc2ccccc2)[C@H]1C(=O)C12CC3CC(CC(C3)C1)C2	-4
O=C(NCc1ccncc1)c1ccc(C2SCCS2)cc1	-7
Cc1onc(-c2ccccc2Cl)c1C(=O)N1CCCC2(CC1)CNC(=O)O2 (stereo not given)	4
CC(C#N)CNS(=O)(=O)c1cc(Br)ccc1F (stereo not given)	2
CCC(Nc1cccc(OC)c1)C(=O)NC1(CO)CCCC1 (stereo not given)	4
CC(c1nccs1)N(C)Cc1ncccc1C(=O)O (stereo not given)	-4

The list continues:
SMILES	hcGAS lum
COc1ccccc1-c1noc(Cc2ccc3c(c2)OCO3)n1	-2
Cc1oc(C(C)C)cc1C(=O)NCc1csc(-c2cnccn2)n1	-6
Cc1ccc(NC(=O)c2cccnc2N(C)C)cc1C(F)(F)F	-2
O=C(Oc1cccc2cccnc12)c1ccccc1	1
O=C(c1cncc(N2CCC(O)(CO)CC2)n1)N1CCCC1	-6
CNC(=O)NC(=O)Cn1c2c(c(=O)n3nc(-c4cccc(C)c4)cc13)CCC2	-5
CCc1cc(C(C)NC(=O)c2cc(C(C)C)nn2CC)on1 (stereo not given)	-5
CC(=O)Nc1cccc(C(=O)N(C/C=C/c2ccccc2)CCO)c1	0
CNC(=S)NNC(=O)c1cn(C)nc1C	6
CC[C@@]1(C(=O)O)C[C@H](C(=O)N2CCCOCC2)[C@H](c2ccc(OC)cc2)N1C	0
CSCC(=O)NC(C)c1cnn(-c2ccccc2C)c1C (stereo not given)	-8
OCC1(O)CCN(Cc2cccc3nonc23)CC1	-4
O=C(c1cccs1)N1CCN(c2nc3nonc3nc2NCc2cccs2)CC1	-4
CC(O)c1cccc(-n2ccnc2)c1 (stereo not given)	0
COc1ccc(-n2nc(C(=O)c3nc4ccccc4s3)c(C(C)=O)c2C)cc1	5
CN(Cc1cc(-c2cccs2)n[nH]1)Cc1ncccc1C(=O)O	-2
CC(C)Cc1cc(CNC(=O)c2cc3n(n2)CCCN(C)C3)no1	-5
CCc1nnc(CNC(=O)c2ccc(Cn3nc(C)cc3C)cc2)s1	-7
CS(=O)(=O)NC(=O)c1ccc(Oc2ccc(F)cc2F)cc1	-3

Screening data deposited in PubChem BioAssay by Fisher Drug Discovery Resource Center.

Some of the compounds tested; rates above refer to the full screens.
